Compound activity as filed in PubChem.
PostGolgi ctrl = inhibits growth of the yeast control strain | AID 738 | inhibition, % at 10 µM | efflux-deficient yeast background strain, growth absorbance A615, 16 h | 98,000 compounds, 5% hits
PostGolgi yeast = growth inhibition of a yeast mutant, post-Golgi transport screen; post-Golgi transport phenotypic cell assay; inhibition, % at 10 µM; 98,000 compounds, 0.9% hits; AID 739;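 also: yeast cells grown in 1536-well plates; yeast grown about 18 h at 30C before absorbance read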
E coli WT exp = E. coli BW25113 growth inhibition, expanded screen; OD600 absorbance; growth inhibition, % at 100 µM; 98,000 compounds, 0.15% hits;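 active = growth inhibition above about 50% at one test dose, limit read from the data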;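 also: growth measured after 20 h incubation at 37 °C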
CYP2C9 act = CYP2C9 (human) activation; recombinant CYP2C9, luciferin-H conversion, luminescence; active compounds read high; factor 1 = untreated enzyme, 0 = blocked; activation factor at 5 µM; P11712; 96,000 compounds, 1.4% hits;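 active = activation factor of 2 or more for CYP2C9 at a 5 µM dose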;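 also: 0 = sulfaphenazole-blocked wells and 1 = vehicle-only wells; values of inactives mirror those of a sister screen read the other way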
LYP inh 2 = LYP (human) phosphatase inhibition; Q9Y2R2; recombinant LYP catalytic domain, DiFMUP fluorescence; inhibition, % at 2 µM; 96,000 compounds, 0.21% hits; AID 640;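 active = inhibition at 2 µM at or above a set limit, the screen mean plus 3 SD, cut at about 24% in these data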;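 also: 0% = DMSO with enzyme and 100% = enzyme fully blocked by orthovanadate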
PTPN22 act = activators of human LYP (PTPN22) phosphatase; Q9Y2R2; recombinant LYP, DiFMUP fluorescence; 0 = plate median, 100 = signal doubled; activation, % at 2 µM; 96,000 compounds, 0.11% hits;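 active = activation at 2 µM above a set limit, the mean plus 5 SD, cut at about 37% in these data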
PTK2B oligo ant = Pyk2 (human) oligomerization antagonism; Q14289; Q293 cells, Pyk2 FERM NanoBiT luminescence; active compounds read low; z-score (the deposit names both 25 µM and 10 µM); 99,000 compounds, 0.83% hits; AID 1347419;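 active = Z-score of -3 or lower, scaled per plate to the spread of control and sample wells; inactive = z-score above -3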;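 also: negative z-score means lost luminescence so less FERM oligomerization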
Target sequence (Q14289 whole entry, looked up): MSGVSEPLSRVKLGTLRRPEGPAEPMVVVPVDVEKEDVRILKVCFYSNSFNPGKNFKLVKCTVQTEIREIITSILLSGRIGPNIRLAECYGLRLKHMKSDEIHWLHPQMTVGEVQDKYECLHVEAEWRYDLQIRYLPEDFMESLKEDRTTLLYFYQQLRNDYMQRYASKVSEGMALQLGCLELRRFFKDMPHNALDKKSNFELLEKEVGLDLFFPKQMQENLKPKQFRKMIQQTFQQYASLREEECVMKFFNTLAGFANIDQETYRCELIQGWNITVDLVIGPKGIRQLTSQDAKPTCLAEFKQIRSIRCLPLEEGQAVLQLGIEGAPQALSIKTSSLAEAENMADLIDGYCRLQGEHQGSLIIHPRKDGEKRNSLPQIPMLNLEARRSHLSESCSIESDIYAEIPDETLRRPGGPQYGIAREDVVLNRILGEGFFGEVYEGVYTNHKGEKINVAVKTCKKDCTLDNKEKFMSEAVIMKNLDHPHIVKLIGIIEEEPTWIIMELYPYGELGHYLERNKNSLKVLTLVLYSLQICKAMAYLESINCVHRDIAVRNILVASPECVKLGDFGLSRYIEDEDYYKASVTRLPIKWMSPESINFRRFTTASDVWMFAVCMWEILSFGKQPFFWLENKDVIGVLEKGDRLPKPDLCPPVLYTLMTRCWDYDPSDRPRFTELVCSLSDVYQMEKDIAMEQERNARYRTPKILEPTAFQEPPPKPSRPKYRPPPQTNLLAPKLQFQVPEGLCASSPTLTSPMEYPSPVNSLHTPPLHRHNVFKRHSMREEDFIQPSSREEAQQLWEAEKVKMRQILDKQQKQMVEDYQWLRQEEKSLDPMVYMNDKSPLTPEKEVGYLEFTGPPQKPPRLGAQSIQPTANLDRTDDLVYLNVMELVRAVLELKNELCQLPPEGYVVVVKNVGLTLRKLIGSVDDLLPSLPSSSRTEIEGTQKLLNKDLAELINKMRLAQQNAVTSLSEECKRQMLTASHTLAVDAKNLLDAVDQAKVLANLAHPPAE
CYP2C9 inhib = inhibitors of human CYP2C9; P11712; inhibition, % at 5 µM; 96,000 compounds, 20% hits; AID 777; CYP2C9 Supersomes, luciferin-H conversion, luminescence;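 active = blocking of liver enzyme CYP2C9 beyond about 50% at 5 µM, limit read from the data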; also: values of inactives mirror those of a sister screen read the other way
hDAT+cocaine = human DAT dopamine uptake with cocaine, either direction. 110,000 compounds, 1.3% hits. B-score at 10 µM. Q01959. AID 449768. LLC-PK1 hDAT cells, [14C]-dopamine uptake with cocaine IC80; actives deviate in either direction;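 active = Z score or B-score, a plate-position-corrected score, falls beyond the plate's 99.7% confidence bounds, in either direction; inactive = both scores lie inside the 99.7% bounds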;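 also: scored against the spread of the other compound wells on the same plate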
Starred values were filed as active, the others as inactive; x = not tested or not shown. Rule as the data show it, unless noted: active = inhibition above about 30%; inactive = the rest.

cpd	SMILES	PostGolgi ctrl	PostGolgi yeast	E coli WT exp	CYP2C9 act	LYP inh 2	PTPN22 act	PTK2B oligo ant	CYP2C9 inhib	hDAT+cocaine
1	COc1cc(NC(=O)c2ccc3c(c2)OCO3)ccc1NC(=O)C(C)C	19	-5	-8	0.6	-4	2	1.1	44	1.4
2	COc1ccc(N2CCN(c3oc(COc4ccc(Cl)cc4)nc3C#N)CC2)cc1	6	-2	-17	0.5	5	-7	0.14	50*	-0.3
3	CCOC(=O)c1c(C)n(C)c2ccc(OC)c(NC(=O)c3cccs3)c12	-1	11	8	0.9	-17	16	-1.1	12	1.1
4	C=CCNC(=O)CN(c1ccc(F)c(Cl)c1)S(C)(=O)=O	5	5	8	0.9	-21	15	0	7	-0.61
5	COC(=O)C(Nc1nccs1)(OC)C(F)(F)F (centres undefined)	11	1	6	1	-1	2	0.15	-1	x
6	CN(C)S(=O)(=O)c1ccc(Oc2ccccc2)cc1	6	6	-6	0.4	2	-7	-0.06	58*	-0.75
7	Cc1ccc(-n2c(Cc3cccn3C)nnc2SCC(=O)Nc2ccc3c(c2)OCO3)cc1	7	0	1	0.4	-5	2	0.19	56*	0.046
8	CCN(CC)C(=O)CSc1nnc(-c2ccccc2)n1N	17	13	-1	0.9	-2	0	2.6	5	-0.11
9	Cc1cc(C)cc(NC(=O)CSCc2cnn(-c3ccccc3)c2-n2cccc2)c1	9	1	-20	0.6	1	0	-0.81	44	0.82
10	c1ccc2c(c1)CCCN2Cc1nnc2n1CCCCC2	10	14	8	1.1	10	-12	0.34	-8	-0.77
11	Cn1cc(-c2nc3ccccc3[nH]2)c2ccccc21	9	0	28	0.7	-3	0	-1.1	31	1
12	CC(C)(C)C1CCc2[nH]c3ccccc3c(=O)c2C1 (centres undefined)	25	2	2	0.7	-4	2	-0.77	25	-0.63
13	Cc1c(N=Cc2cccnc2)c(=O)n(-c2ccccc2)n1C	x	x	x	x	-3	4	0.55	x	-0.13
14	Cc1cc(C)n(-c2cccc3cccnc23)n1	16	7	-5	1.2	5	-8	0.35	-19	-0.071
15	O=C(C1CCC1)N1CCc2cc(S(=O)(=O)Nc3ccc4c(c3)OCCO4)ccc21	3	-3	-11	1	-1	-2	0.51	0	0.21
16	Cc1occc1C(=O)Nc1cccc(C(F)(F)F)c1	x	x	x	x	-7	6	0.23	x	1.1
17	Cc1ccc(N2C(=O)CSC2c2cccnc2)cc1F (centres undefined)	-2	-9	7	1.1	6	-7	-0.33	-6	0.51
18	C=CCOC(=O)Nc1snnc1C	27	2	-8	1.1	-11	13	0.24	-6	-0.054
19	Nc1n[nH]c(-c2ccc(F)cc2)n1	16	23	6	0.9	-10	8	1.4	6	-0.46
20	CC(C)Cc1cc(C(=O)Nc2cc(Br)ccc2O)no1	26	5	-6	0.8	x	x	x	18	0.11
21	CCOP(=O)(c1ccccc1)c1nc(-c2ccc(F)cc2)oc1N1CCCCC1 (centres undefined)	32*	-2	-2	0.7	6	-8	-0.83	30	0.53
22	O=C(NCc1ccco1)C1CCCN(S(=O)(=O)Cc2ccccc2)C1 (centres undefined)	-2	7	4	1.3	9	-8	0.77	-30	0.07
23	CCCCNC(=O)CSc1nnc(-c2ccc(S(=O)(=O)N3CCCC3)cc2)n1C	x	x	x	x	0	-1	-0.76	x	0.01
24	COc1ccc(OC)c2c(C)cc(N3CCN(C(=O)c4ccc(Cl)cc4)CC3)nc12	24	-2	0	0.4	-1	0	-0.16	56*	-0.13
25	COC(=O)NCC(c1cccnc1)N1CCN(c2ccccc2)CC1 (centres undefined)	6	-2	3	x	4	-5	x	x	-1.7
26	Cn1c(SCC(=O)Nc2ccc3cn[nH]c3c2)nnc1-c1cnccn1	14	0	1	0.8	x	x	0.79	20	0.57
27	Cc1cccc(NC(=O)Cn2cnc3ccc(S(=O)(=O)N4CCC(C)CC4)cc3c2=O)n1	11	1	1	0.7	-11	8	-0.41	31	0.064
28	COc1ccc(CC(=O)Nc2ccc(-c3noc(-c4ccccc4OC)n3)cc2)cc1	10	2	-3	1.2	0	2	-0.55	-20	0.013
29	O=C(NCC1COc2ccccc2O1)c1ccc(Cl)cc1 (centres undefined)	25	58*	4	1	0	-3	1.1	1	-0.024
30	OC1(Cc2ccn[nH]2)CCCCC1	2	10	0	1	-1	0	x	3	-0.27

Rewritten field by field: two of the compounds above
#11 Cn1cc(-c2nc3ccccc3[nH]2)c2ccccc21
  PostGolgi ctrl: 9
  PostGolgi yeast: 0
  E coli WT exp: 28
  CYP2C9 act: 0.7
  LYP inh 2: -3
  PTPN22 act: 0
  PTK2B oligo ant: -1.1
  CYP2C9 inhib: 31
  hDAT+cocaine: 1

#29 O=C(NCC1COc2ccccc2O1)c1ccc(Cl)cc1 (centres undefined)
  PostGolgi ctrl: 25
  PostGolgi yeast: 58*
  E coli WT exp: 4
  CYP2C9 act: 1
  LYP inh 2: 0
  PTPN22 act: -3
  PTK2B oligo ant: 1.1
  CYP2C9 inhib: 1
  hDAT+cocaine: -0.024

Remaining list, next part:
cpd	SMILES	PostGolgi ctrl	PostGolgi yeast	E coli WT exp	CYP2C9 act	LYP inh 2	PTPN22 act	PTK2B oligo ant	CYP2C9 inhib	hDAT+cocaine
31	COc1ccc(OC)c(C2Nc3nc4ccccc4n3C(C)=C2C(=O)Nc2ccc(C)cc2C)c1 (centres undefined)	-4	0	-16	0.9	-6	9	-0.38	10	1.1
32	Cc1nc(CN2CCN(C(=O)NC3(c4ccccc4)CC3)CC2)cs1	6	-16	-2	1.2	7	-10	0.74	-18	0.27
33	COC(=O)c1ccc(OC(=O)C2CC(=O)N(c3cccc(C)c3)C2)cc1 (centres undefined)	17	-8	0	1.3	4	-9	-0.27	-35	0.71
34	COC(=O)C1=C(C)OC(N)=C(C#N)C1c1ccc(OC)c(CSc2ccccn2)c1 (centres undefined)	22	7	5	0.1	-16	13	-0.36	89*	1.3
35	O=C(Oc1ccc(Cl)cc1)c1ccc(COC(=O)c2cnccn2)cc1	11	-5	1	0.7	-5	2	1.7	27	-0.64
36	CCOC(=O)c1c(-c2ccc(C)cc2)csc1NC(=S)NC(=O)c1ccccc1	5	10	-14	0.1	-14	12	-0.83	93*	1.8
37	O=C(NCc1cccnc1)C1CCN(S(=O)(=O)N2CCOCC2)CC1	6	3	-2	1	5	-6	0.21	3	-0.29
38	CSc1nc2cc3c(cc2n1C(=O)c1ccc(C)cc1)OCCO3	16	-3	-13	0.9	8	-6	0.75	15	-0.096
39	COc1ccccc1-c1noc(CCC(=O)Nc2cccc(C)c2)n1	24	4	-5	0.6	2	-3	-0.18	42	0.55
40	Cc1ccc(C2CN(c3ccccc3)CC2C(=O)c2ccc(F)cc2)cc1 (centres undefined)	4	-15	-9	0.6	-4	2	-0.68	37	-0.32
41	Cn1cnnc1Sc1cc(N2CCN(S(=O)(=O)c3ccc(Cl)c(Cl)c3)CC2)ccc1[N+](=O)[O-]	-5	8	-10	0.1	10	-8	-0.69	89*	0.49
42	CC(C)CC(NC(=O)OC(C)(C)C)C(=O)NC(C(=O)N1CCCC1C(N)=O)C(C)C (centres undefined)	6	3	-4	1.1	-3	8	0.42	-12	1.2
43	CCOc1ccccc1C(=O)NCc1ccco1	1	5	7	1	8	-8	3	-1	0.095
44	COc1ccc(-c2nnc(-c3cc4ccccc4oc3=O)o2)cc1	x	x	x	x	-4	3	-0.32	x	2.2
45	O=C(Nc1ccc(N2CCCCC2)cc1)c1cccnc1	0	6	-5	0.3	-6	3	0.26	68*	0.45
46	O=c1c2ccccc2c(-c2ccccc2)nn1-c1cc(Cl)ccc1[N+](=O)[O-]	28	-5	-5	0.7	9	-7	-1.3	29	0.72
47	CCOC(=O)Cc1csc(NC(=O)CCS(=O)(=O)Cc2ccccc2)n1	-11	1	-2	0.5	-5	2	0.6	53*	-0.61
48	CC1=CC(C)(C)Nc2ccc(C)cc21	9	-4	-2	1.2	-7	3	-0.27	-21	-0.28
49	COc1ccc(CN=C(C)c2c(C(F)(F)F)[nH]n(-c3nc4ccccc4s3)c2=O)cc1	1	4	-12	0.8	10	-10	-0.56	20	0.32
50	O=S(=O)(Nc1ccncc1Cl)c1ccccc1	-1	2	11	0.3	10	-11	-1	70*	-0.011
51	COc1ccc(C(=O)Nc2cccc(N(C)S(C)(=O)=O)c2)cc1OC	-5	4	0	0.8	-3	2	0.19	24	-0.52
52	COc1ccc(C(=O)CSc2n[nH]c(-c3ccco3)n2)cc1	6	2	0	0.9	x	x	1.4	11	0.24
53	CCOC(=O)c1nn(-c2ccc(C)c(C)c2)cc1O	13	-2	-2	0.6	22	-20	0.08	40	0.24
54	CCOc1ccc(-c2nc(-c3cccnc3)no2)cc1	x	x	x	x	-4	1	1.2	x	0.16
55	O=c1cc(N2CCc3ccccc3C2)[nH]c(=O)n1Cc1ccc(F)cc1	5	11	-2	x	3	0	-1.3	x	0.45
56	CCn1c(=O)c2ccccc2n2c(SCC(=O)N3CCc4ccccc4C3)nnc12	-9	6	-1	1.1	2	-4	-0.03	-8	-0.38
57	CC(C)c1c(O)nc(SCc2ccccc2)[nH]c1=O	7	-5	-5	0.5	x	x	-0.18	52*	0.026
58	CC(=O)Nc1cccc(C(=O)Oc2cccc(C)c2)c1O	11	3	3	1.1	x	x	3.1	-15	0.74
59	O=c1ccnc(Sc2ncccc2[N+](=O)[O-])[nH]1	x	x	x	x	11	-11	0.09	x	-0.1
60	CCOCc1cc(C2NC(=O)NC(C)=C2C(=O)OCC)ccc1OC (centres undefined)	7	-6	10	0.9	6	-6	1.3	10	0.071
61	COc1cccc(CSc2nnc(-c3ccc(F)cc3)o2)c1	19	5	-9	1.2	-4	2	-1.1	-21	-1.8
62	CN(Cc1ccccc1)C(=O)CCNS(=O)(=O)c1ccc2c(c1)oc(=O)n2C	-1	-3	-3	0.8	x	x	1.7	17	0.046
63	CCN1CCN(S(=O)(=O)c2ccc(Cl)c(C(=O)Nc3nnc(CC(C)C)s3)c2)CC1	21	-2	0	0.8	12	-9	0.82	22	0.15
64	CN(C)S(=O)(=O)c1ccc(C(=O)Nc2ccccc2C(=O)O)cc1	1	2	-2	x	9	-9	0.46	x	0.45
65	O=C(N1CCCCCC1)N1CCN(S(=O)(=O)N2CCOCC2)CC1	-4	-7	-14	1	8	-8	-0.88	-1	0.73
66	O=c1ccc(/C=C/c2ccccc2)nn1Cc1ccccc1	27	-2	2	0.4	-29	28	0.39	64*	-0.46
67	O=C(CN1c2cccc3cccc(c23)S1(=O)=O)N1CCOCC1	7	4	-6	0.9	x	x	0.31	13	-0.14

Outcome played no part in choosing rows; 24% or so of the library scored in one or more.
